a7 integrin act: qHTS for Activators of Integrin-Mediated Alleviation for Muscular Dystrophy; AID 624291, 2012; alpha7betagal myoblasts, beta-gal FDG fluorescence, 48 h; 0.064% of 350,000 active; Potency, µM (highest dose often 38.3 µM), without a hit: at the top dose activation, actives largely listed as activators;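 further: potency means the concentration at half of the fitted maximal effect; 100% = response of the positive control SU9516; nearly all actives have a fitted effect of over 60% in size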
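alpha7betagal+/- myoblasts (passage 13, 250/well) treated 48 h at 37C with compounds at 1:260 dilution of DMSO stock. Lysed, then beta-galactosidase activity read as FDG fluorescence (ex 480/em 540) after 30 min, with pre-read for autofluorescence.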
B2AR arrestin: qHTS assay of beta-arrestin-biased ligands of beta2-adrenergic receptor. Beta-2 adrenergic receptor (Homo sapiens), P07550. beta-arrestin recruitment to beta2AR, cell-based reporter. Potency, µM (highest dose often 46.1 µM), without a hit: at the highest dose activation, usual class: activators. 0.02% of 330,000 active;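 further: potency means the concentration at half of the fitted maximal effect; 0% = DMSO controls and full agonism = EC100 isoproterenol or metaproterenol; nearly all actives have a fitted effect of over 65% in size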
Target sequence (P07550 whole entry, looked up): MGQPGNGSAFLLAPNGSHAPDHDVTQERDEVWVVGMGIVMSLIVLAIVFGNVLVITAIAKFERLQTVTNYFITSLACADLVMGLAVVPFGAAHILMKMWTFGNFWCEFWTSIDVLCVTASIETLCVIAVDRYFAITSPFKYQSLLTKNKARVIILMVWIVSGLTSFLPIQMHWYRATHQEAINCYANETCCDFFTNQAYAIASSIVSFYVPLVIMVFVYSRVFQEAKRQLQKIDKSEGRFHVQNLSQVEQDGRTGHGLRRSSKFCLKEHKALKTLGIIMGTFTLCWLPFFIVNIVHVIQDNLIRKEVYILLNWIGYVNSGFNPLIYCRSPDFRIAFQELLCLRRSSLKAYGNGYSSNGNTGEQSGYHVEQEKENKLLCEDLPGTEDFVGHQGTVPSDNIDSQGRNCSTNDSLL
MLL CXXC-DNA inh: qHTS Fluorescence Polarization Assay for Inhibitors of MLL CXXC domain - DNA interaction; 0.037% of 290,000 active; AID 2662, 2010; MLL-CXXC / FITC-HOXA9 DNA fluorescence polarization; Potency, µM (highest dose often 115 µM), for inactives: top-dose activity change, negative = inhibition, hits mostly inhibitors; active means well fitted inhibition curve with a large enough effect in the polarisation, with a control signal flat, not every such curve was filed as active; inconclusive means small, poorly fitted or top-dose-only effect, or effect the other way, or a change in a side signal; inactive means no such curve, though single readings can be large or run the other way; the % refers to the polarisation; further: potency means the concentration at half of the fitted maximal effect
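Fluorescence polarization: 7 uM MLL-CXXC (stock) preincubated 5 min with compounds, then 50 nM fluorescein-HOX-A9 DNA (stock) added; 30 min ambient. Buffer 50 mM Tris-HCl pH 7.5, 50 mM NaCl, 1 mM DTT, 0.05% BSA.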
TRPV1 ag: HTS Assay for Compounds that Act as Agonists of the Vanilloid Receptor 1 | TRPV1-expressing cells, Fluo-8 calcium influx, agonist mode | activation, % at 8.33 µM | 0.19% of 320,000 active | AID 540275, 2011; in the data active means activation above about 80%; inconclusive means between about 30% and that limit; further: 0% is about no effect
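TRPV1-expressing cells were cultured overnight at 35.5C and loaded with Fluo-8 calcium dye for 40 to 90 min at room temperature. After a 10 s baseline, compound was added and calcium influx was read kinetically for 3 min (ex 480/em 520 nm).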
PTAP TSG101 blk: qHTS Assay for Iinhibitors of HIV-1 Budding by Blocking the Interaction of PTAP/TSG101 | Tumor susceptibility gene 101 protein (Homo sapiens), Q99816 | Fluorescence polarization, FITC-PTAP peptide / Tsg101 binding | Potency, µM (doses to about 115 µM), without a hit: top-dose activity change, negative = inhibition, most hits filed as inhibitors | 340,000 tested, under 10 active; active means well fitted inhibition curve with a large enough effect in the main read-out, with a control signal flat, not every such curve was filed as active; inconclusive means small, poorly fitted or top-dose-only effect, or effect the other way, or a change in a side signal; inactive means no such curve, though single readings can be large or run the other way; further: potency means the concentration at half of the fitted maximal effect; % of control where 0% means no effect
Target sequence (Q99816 whole entry, looked up): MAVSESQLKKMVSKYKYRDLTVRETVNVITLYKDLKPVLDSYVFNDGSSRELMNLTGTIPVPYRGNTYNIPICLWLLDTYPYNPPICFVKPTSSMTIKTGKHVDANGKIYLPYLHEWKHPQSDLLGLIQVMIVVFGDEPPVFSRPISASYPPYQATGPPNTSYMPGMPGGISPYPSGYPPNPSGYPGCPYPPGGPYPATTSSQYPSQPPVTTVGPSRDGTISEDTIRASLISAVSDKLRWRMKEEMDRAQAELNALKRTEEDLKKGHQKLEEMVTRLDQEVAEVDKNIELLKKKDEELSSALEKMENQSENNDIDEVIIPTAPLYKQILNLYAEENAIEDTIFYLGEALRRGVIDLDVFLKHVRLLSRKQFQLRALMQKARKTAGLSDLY
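FP read-out: FITC-PTAP peptide, 50 nM final, binding Tsg101 binding domain, 10 uM final; 20 min, r.t.; 10 mM HEPES pH 7.5, 0.15 M NaCl, 0.01% Tween 20, 3 mM EDTA, 0.1 mM TCEP.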
A-T KAP1 phos: qHTS Assay for Identifying a Potential Treatment of Ataxia-Telangiectasia. […] A-T fibroblasts, KAP-1 phosphorylation AlphaLISA; neocarzinostatin DNA damage 30 min before lysis. Potency, µM (highest dose often 57.5 µM), without a hit: at the top dose activation, actives largely listed as activators. 0.19% of 320,000 active; further: potency means the concentration at half of the fitted maximal effect; % of control where 0% means no effect; nearly all actives have a fitted effect of over 45% in size
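hTERT-immortalized A-T patient fibroblasts ([…]), 500 cells/well in OPTI-MEM, 1% FBS, got compounds for 60 min, then NCS for 30 min at 37C. Lysates were then assayed for phospho-KAP-1 by AlphaLISA (anti-pKAP1 donor, anti-KAP1 acceptor beads), 6 hr at 25C.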
TCR act: Activators of T cell receptors: qHTS campaign; primary human leukocytes, anti-CD3, IL-2 HTRF, 48 h; Potency, µM (top dose mostly 9.22 µM), for inactives: at the highest dose activation of IL-2 secretion, most hits filed as activators; 330,000 tested, under 10 active; AID 504894, 2011; further: % of control where 0% means no effect
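IL-2 release read by HTRF sandwich (Eu cryptate donor, d2 acceptor, 665 nm emission) after 48 hr exposure of primary human leukocytes to compound together with anti-CD3 beads in the absence of co-stimulatory signals.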
BRCA1 expr act: qHTS Assay to Identify Small Molecule Activators of BRCA1 Expression; MCF7-BRCA1-FFLuc reporter, luminescence, 48 h; response scale: scaled: vehicle 0%, 10 µM genistein 100%; Potency, µM (highest dose often 46.1 µM), for the others: top-dose activation, usual class: activators; 1.1% of 380,000 active; AID 624202, 2012; further: potency means the concentration at half of the fitted maximal effect; nearly all actives have a fitted effect of over 80% in size; some results filed as inactive show a strong effect at the top dose
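MCF7-BRCA1-FFLuc cells, 2000/well in phenol-red-free MEM, attached 2 h then treated 48 h at 37 C. Luciferase luminescence read 15 min after reagent; normalized to genistein maximum activation (10microM) and DMSO, concentration-response fitted.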
p53 reactivation: qHTS assay for re-activators of p53 using a Luc reporter; H1299 p53-A138V BP100-luciferase reporter, luminescence, 24 h; Potency, µM (doses to about 92.2 µM), for the others: at the highest dose activity change, positive = activation, most hits filed as activators; 0.063% of 320,000 active; AID 504706, 2011; further: potency means the concentration at half of the fitted maximal effect; % of control where 0% means no effect; nearly all actives have a fitted effect of over 45% in size
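H1299 (p53-null), stable ts p53-A138V + BP100-Luc; 1000 cells/well, Opti-MEM/10% FBS; cpd 4 pt, 1:5; 24 h, 37 deg C, 5% CO2; detection reagent 10 min RT; luminescence.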
ELG1 DNA repair: qHTS screen for small molecules that inhibit ELG1-dependent DNA repair in human embryonic kidney (HEK293T) cells expressing luciferase-tagged ELG1 | HEK293T ELG1-luciferase reporter, luminescence, 16 h; DNA damage induced by 5-fluorouridine | Potency, µM (highest dose often 46.1 µM), inactives show at the highest dose activity change, negative = inhibition, hits mostly inhibitors | 2.3% of 330,000 active | AID 504467, 2011; further: potency means the concentration at half of the fitted maximal effect; on the % scale 0 is the no-effect control and ±100 the full control effect; nearly all actives have a fitted effect of over 55% in size
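Cells (2,000 per well) received 5-fluorouridine plus test compound or DMSO and were incubated 16 hr at 37 °C, 5% CO2. Luciferase activity was read by luminescence 30 min after ONE-Glo addition; signal suppression marked inhibition of damage-induced ELG1 function.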
* = called active by the depositor; u = inconclusive; x = not tested or not shown; & = joins results of further samples; [ ] = another dose, or the depositor's remark. Unless noted, the call rests on the fitted dose curve; in most records, active means well fitted curve in the direction sought with a large enough effect; inconclusive means small, poorly fitted or top-dose-only effect, or another doubt; inactive means no such curve, though single readings can be large; an effect the other way counts as inactive or inconclusive.

SMILES	a7 integrin act	B2AR arrestin	MLL CXXC-DNA inh	TRPV1 ag	PTAP TSG101 blk	A-T KAP1 phos	TCR act	BRCA1 expr act	p53 reactivation	ELG1 DNA repair
CSCCC1(C(=O)O)NC(c2ccccc2O)C2C(=O)N(C(C)C)C(=O)C21 (configuration not stated)	-23%	0.2%	2%	-2	-3%	-1%	-6%	-2%	0%	-7%
COc1cccc(Oc2cn[nH]c2-c2ccc(OC)cc2O)c1	-1%	0.5%	-8%	-1	-6%	7%	14%	-64%	-3%	u
COc1cc(NC(=O)CCc2nnc3ccc(N4CCC(C)CC4)nn23)cc(OC)c1	-26%	-0.2%	-5%	-2	1%	3%	-3%	-5%	-31%[inhibitor]	u
O=C(COC(=O)c1ccc2c(c1)OCCO2)Nc1cc(Cl)ccc1Cl	12%	0.0%	0%	-1	-3%	8%	6%	0%	8%	0%
COC1=Cc2c(ccc3ccc(=O)oc23)OC1(C)C	11%	-0.2%	8%	16	-5%	-12%	-4%	3%[1.84 µM]	-2%	14%
CCOC(=O)C1=C(C)N(c2ccc(OC)cc2)C(=O)/C1=C\c1cccs1	-19%	8.8%	-4%	4	-6%	9%	-4%[46.1 µM]	8%	1%	21µM*
O=C(/C=C/c1cccc([N+](=O)[O-])c1)c1cccs1	-65%[inhibitor]	0.1%	-23%	16	-4%	u	-1%[46.1 µM]	-46%	-14%	u
COc1ccc(CN(C)c2ncnc(N)n2)cc1	4%	0.2%	13%	-8	-3%	x	-5%	22%	3%	u
Cc1c(-c2ccccc2)sc(Br)c1C(=O)N1CCOCC1	16%	0.1%	17%	19	-6%	x	0%	-12%	-1%	-17%
NS(=O)(=O)c1cccnc1Nc1cccc(Cl)c1	13%	0.0%	0%	8	-1%	2%	2%	15%	-2%	8%
COc1ccc(C(=O)NCCS(=O)(=O)NCCc2ccccc2)cc1	11%	-3.0%	x	3	-3%	14%	3%	4.5µM*	11%	u
COc1cccc(CNn2c(-c3cccc(C)c3)nc3ccccc3c2=O)c1	u	-0.1%	-5%	u	0%	7%	3%	-14%	-9%	21µM*
CN(CC(=O)Nc1cccc(F)c1)C(=O)COc1ccc2c(c1)CCC2	-45%[inhibitor]	-0.4%	x	x	-2%	-10%	x	14%	-5%	0%
COCCn1c(=O)[nH]c2cc(C(=O)NCCN3CCN(c4ccccc4)CC3)ccc2c1=O	-16%	-1.1%	2%	0	-7%	-2%	1%	-11%	-13%	-25%
CC(C)C[C@@]12C(=O)N(c3cccc(F)c3)C(=O)N1[C@H](c1ccc(Cl)cc1)[C@@H]1C(=O)N(C3CCCCC3)C(=O)[C@@H]12	19%	0.4%	x	4	x	24%	3%	-24%	0%	-7%
CN(C)c1ccc(-c2n(C)c3ccccc3[n+]2C)cc1	-53%[inhibitor]	-0.7%	-2%	2	-4%	-1%	-4%	-58%	21%	u
CCOC(=O)c1nnn(-c2nonc2N)c1CS(=O)(=O)c1ccccc1	9%	-0.6%	-1%	6	-5%	7%	8%	-13%	4%	2%
CCOC(=O)C1CCN(S(=O)(=O)c2ccc(-c3ccc(=O)[nH]n3)o2)CC1	-11%	0.5%	6%	-1	0%	4%	-3%	12%	-13%	-6%
COC(=O)c1[nH]c2ccc(C)cc2c1NC(=O)CN1CCN(C(=O)c2ccccc2)CC1	4%	-0.3%	-3%	27	-7%	x	x	-30%	-19%	21µM*
O=Cc1ccc(C(=O)O)cc1	x	-3.1%	x	-2	0%	12%	-3%	3%	8%	17%
O=C(O)CSc1c2c(nc3cc(C(=O)Nc4cccc(C(F)(F)F)c4)ccc13)CCC2	20%	0.1%	12%	3	-9%	1%	1%	10%	-2%	u
Cc1ccccc1NC(=O)c1ccc2nc(N3CCOCC3)sc2c1	6%	0.1%	1%	1	-4%	13%	4%	64%	x	u
Cc1ccc(N2CC(C(=O)Nc3cccc(F)c3)CC2=O)cc1 (configuration not stated)	0%	-0.9%	8%	u	-3%	8%	-5%	0%	-1%	-18%
COc1cc(C)ccc1OCCOCCOc1c(C)cc(C)cc1Br	8%	-0.4%	4%	0	-3%	32%	-6%	-30%	13%	u
CCOc1ccccc1NC(=O)CS(=O)(=O)c1cn(CC(=O)N2CCOCC2)c2ccccc12	30%	0.5%	4%	-2	-1%	-1%	6%	-12%	-4%	2%
CNS(=O)(=O)c1cc(N)ccc1C	-3%	0.0%	-2%	-6	-7%	-1%	3%	-11%	4%	10%
CCNC(=O)c1ccccc1SCC(=O)Nc1ccc(F)cc1	-25%	-0.3%	6%	5	-2%	26%	0%	-13%	-5%	u
CC(C)(C)c1ccc(NC(=O)CNC2CCCc3ccccc32)cc1 (configuration not stated)	6%	-0.2%	2%	28	-1%	2%	-6%	-4%	3%	0%
Cc1ccc(S(=O)(=O)N2CCN(CC(=O)N/N=C\c3ccccn3)CC2)cc1	-56%[inhibitor]	7.6%	29%	0	-1%	12%	-3%	-6%	-2%	-1%
CCc1ccc(S(=O)(=O)Nc2ccc(Cl)cn2)cc1	u	-0.2%	-9%	-1	4%	-2%	x	-8%	x	10%
O=C(CN1CCc2ccccc2C1)NCC(=O)Nc1ccc(F)cc1	-15%	3.3%	2%	6	-3%	0%	-2%	-7%	1%	u
CCOC(=O)c1c(C)[nH]c(C)c1C(=O)COC(=O)/C=C/c1cccc(C(F)(F)F)c1	-39%[inhibitor]	0.0%	17%	-2	-5%	-6%	2%[46.1 µM]	-8%	-13%	u
O=C1S/C(=C\C=C\c2ccco2)C(=O)N1c1ccccc1	-2%	-0.9%	-1%	0	-3%	3%	-1%[46.1 µM]	3.5µM*	u	u
Fc1ccc(N2CCN(c3ncnc4c3nnn4Cc3ccccc3Cl)CC2)cc1	-14%	x	x	x	0%	x	2%	-21%	x	x
Cc1ccccc1N1C(=O)[C@@H]2Cc3ccccc3CN2C1=O	12%	-0.1%	-4%	1	-6%	2%	2%	1%	-2%	7%
Nc1nc(NCc2ccco2)nc(NCCO)c1[N+](=O)[O-]	21%	-0.6%	-1%	1	-10%	3%	9%	-22%	2%	15%
CCOC(=O)c1oc2nc(C(C)C)c3c(c2c1N)CCC3	8%	0.0%	-19%	14	-6%	4%	-3%	0%	1%	-30%
COc1cc(C(=O)Nc2sc(C)c(C)c2C(=O)O)cc(OC)c1OC	-13%	-0.3%	-5%	-5	-2%	3%	7%	0%	0%	10%
O=C(NNC(=O)C12CC3CC(CC(C3)C1)C2)c1cccc(O)c1	-7%	0.0%	9%	6	-2%	6%	2%	-43%	12%	-6%
Cn1cc([N+](=O)[O-])c(C(=O)Nc2ccc3nc(-c4ccccc4)[nH]c3c2)n1	-29%	-0.5%	0%	0	0%	2%	2%[46.1 µM]	4µM*	22µM*	u
CCc1nnc(N/N=C/c2ccc(-c3ccc([N+](=O)[O-])cc3)o2)n1N	0%	0.0%	4%	11	5%	4%	0%	-26%	-4%	16%
O=C(CSc1ccc2nnc(-c3cccs3)n2n1)N1CCOCC1	-5%	x	x	x	-2%	x	-1%	-16%	x	x
CCOCCCN(Cc1ccco1)C(=O)c1cc2c(=O)[nH]c3ccc(C)cc3c2s1	-27%	-0.2%	-10%	4	-4%	13%	-7%	-52%&-52%	-7%	16µM*
CCOc1ccc(NC(=O)C(=O)N/N=C/c2ccccc2F)cc1	-14%	0.1%	10%	1	-3%	2%	-1%	0%	0%	0%
CC(C)NC1(C(N)=O)CCNCC1	3%	x	x	x	-3%	x	-1%	-3%	x	x
Cc1ccc(C)c(NC(=O)COC(=O)c2ccc3c(c2)OCCO3)c1	0%	-0.8%	x	0	2%	-7%	1%	-17%	0%	u
COc1cc(C(=O)OCC(=O)Nc2cc(C)on2)cc(OC)c1OC	-5%	-0.5%	1%	0	0%	3%	-7%	6%	-2%	u
CN1CN(C)C(c2ccncc2)=C1c1ccncc1	-6%	-0.5%	-2%	-2	-5%	30%	2%	0%	-1%	16%

Bioassay records from PubChem.
